# GALK inh – galactokinase (human) inhibition; Purified GALK, Kinase-Glo residual ATP luminescence; Potency, µM (doses to about 57.5 µM), inactives show at the top dose activity change, negative = inhibition, most hits filed as inhibitors; hit rate 0.007% among 270,000; P51570; note: potency is the fitted concentration of half-maximal effect; % is set by controls: 0 for no effect and ±100 for the full control effect
# Target sequence (P51570 whole entry, looked up): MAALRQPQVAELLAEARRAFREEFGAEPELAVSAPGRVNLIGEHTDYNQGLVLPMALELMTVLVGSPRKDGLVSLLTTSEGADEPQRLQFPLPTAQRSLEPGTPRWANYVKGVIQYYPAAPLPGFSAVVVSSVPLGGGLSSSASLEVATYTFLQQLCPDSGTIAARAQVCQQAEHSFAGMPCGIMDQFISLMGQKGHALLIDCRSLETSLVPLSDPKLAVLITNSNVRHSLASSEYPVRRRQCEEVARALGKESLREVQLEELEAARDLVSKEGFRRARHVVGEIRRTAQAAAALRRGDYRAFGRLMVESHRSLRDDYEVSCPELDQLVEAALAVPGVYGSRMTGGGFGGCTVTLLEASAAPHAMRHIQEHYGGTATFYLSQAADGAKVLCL
#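 The enzyme phosphorylates galactose (100 uM) using ATP (35 uM); inhibition is detected as higher residual ATP, quantified by bioluminescence after 1 h reaction at room temperature, pH 8.0.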
# hERG WT inh – blocks the wildtype human KCNH2 potassium channel; Q12809; activity change, % at 1.84 µM; hit rate 0.37% among 340,000; U2OS, BacMam KCNH2, thallium flux FluxOr; active compounds read low; AID 720551;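 active = maximum activity change below -70%; inconclusive = maximum activity change between -70% and -50%; inactive = maximum activity change above -50%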; note: % is set by controls: 0 for no effect and ±100 for the full control effect
#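 U2OS cells were transduced with wild-type KCNH2 virus (2.03 x 10^8 / mL) for 4 h at room temperature, then cultured overnight at 37 C. Thallium flux was read with FluxOr dye. Rate constants were normalized to DMSO controls.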
# Giardia kill – Giardia lamblia killing. Giardia lamblia trophozoite viability. AID 540267. activity change, % at 7.66 µM, hits read low. hit rate 0.15% among 340,000; in the data active = activity change below about -80%; inconclusive = between about -30% and that limit;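 note: parasites exposed to compound for two days anaerobically before the ATP read; % is set by controls: 0 for no effect and ±100 for the full control effect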
#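 Compounds were tested on trophozoites seeded at 100 cells/well and held 48 hrs at 37 deg C anaerobically. An ATP-based luminescent kit measured the remaining live cells.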
# A-T KAP1 phos – potential ataxia-telangiectasia treatments restoring KAP-1 phosphorylation. […] A-T fibroblasts, KAP-1 phosphorylation AlphaLISA; neocarzinostatin DNA damage 30 min before lysis. hit rate 0.19% among 320,000. Potency, µM (series often up to 57.5 µM), for the others: at the highest dose activation, actives largely listed as activators; note: potency is the fitted concentration of half-maximal effect; % of control where 0% means no effect; nearly all actives have a fitted effect of over 45% in size
#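 hTERT-immortalized A-T patient fibroblasts ([…]), 500 cells/well in OPTI-MEM, 1% FBS, got compounds for 60 min, then NCS for 30 min at 37C. Lysates were then assayed for phospho-KAP-1 by AlphaLISA (anti-pKAP1 donor, anti-KAP1 acceptor beads), 6 hr at 25C.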
# TCR act – T cell receptor activation. primary human leukocytes, anti-CD3, IL-2 HTRF, 48 h. Potency, µM (top dose mostly 9.22 µM), without a hit: at the top dose activation of IL-2 secretion, most hits filed as activators. 330,000 tested, under 10 active. AID 504894; note: % of control where 0% means no effect
#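 TCR engagement came from a-CD3 beads alone, with compounds added to primary human leukocytes for 48 hr. Secreted IL-2 bridged europium cryptate- and d2-labelled anti-IL-2 antibodies, giving FRET emission at 665nm after 320nm excitation.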
# Tb PFK block – T. brucei PFK enzyme inhibition. Potency, µM (doses to about 57.5 µM), for the others: top-dose activity, negative = inhibition, usual class: inhibitors. hit rate 0.17% among 330,000. O15648. T. brucei PFK, ADP-Glo luminescence;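 note: potency is the fitted concentration of half-maximal effect; 0% = uninhibited 1x PFK enzyme wells and -100% = no-enzyme wells; nearly all actives have a fitted effect of over 60% in size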
# Target sequence (O15648 whole entry, looked up): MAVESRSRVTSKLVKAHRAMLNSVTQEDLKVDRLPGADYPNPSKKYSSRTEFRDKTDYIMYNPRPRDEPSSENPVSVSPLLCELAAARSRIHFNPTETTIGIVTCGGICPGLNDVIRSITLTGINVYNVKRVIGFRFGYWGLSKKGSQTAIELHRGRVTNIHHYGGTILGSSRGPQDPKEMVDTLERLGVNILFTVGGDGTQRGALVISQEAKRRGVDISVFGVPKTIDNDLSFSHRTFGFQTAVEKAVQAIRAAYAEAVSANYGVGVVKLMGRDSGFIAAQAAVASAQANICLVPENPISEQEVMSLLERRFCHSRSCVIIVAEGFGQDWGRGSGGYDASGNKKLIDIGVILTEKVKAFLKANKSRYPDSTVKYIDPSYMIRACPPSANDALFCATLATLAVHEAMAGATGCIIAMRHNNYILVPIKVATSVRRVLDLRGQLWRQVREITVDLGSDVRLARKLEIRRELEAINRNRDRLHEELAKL
#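 1.25 nM PFK with 0.5 mM F6P and 0.1 mM ATP in 0.1 M TEA pH 8.0, 5 mM MgCl2, incubated 45 min at room temperature; ADP measured by ADP-Glo luminescence; compounds titrated up to 57 uM.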
# CXXC DNA block – blocks binding of human MLL CXXC domain to DNA | Q03164 | MLL-CXXC / FITC-HOXA9 DNA fluorescence polarization | Potency, µM (top dose mostly 115 µM), inactives show top-dose activity change, negative = inhibition, actives largely listed as inhibitors | hit rate 0.037% among 290,000 | AID 2662; active = well fitted inhibition curve with a large enough effect in the polarisation, with a control signal flat, not every such curve was filed as active; inconclusive = small, poorly fitted or top-dose-only effect, or effect the other way, or a change in a side signal; inactive = no such curve, though single readings can be large or run the other way; the % refers to the polarisation; note: potency is the fitted concentration of half-maximal effect
#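 Steps: dispense CXXC domain solution (7 uM) → pin compounds or unlabeled HOX-A9 DNA control → 5 min ambient → add FLSN-HOX-A9 solution (50 nM) → spin → 30 min ambient → fluorescence polarization. Tris pH 7.5/NaCl/DTT/BSA buffer.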
# FBPA coupling cs – inhibits coupling enzyme system, counter-screen for aldolase hits. coupling enzyme system counterscreen, AmpLite Red fluorescence. activity change, negative = inhibition, % at 58.2 µM, hits read low. hit rate 0.67% among 290,000. AID 2472; in the data active = activity change below about -30%; note: % is set by controls: 0 for no effect and ±100 for the full control effect
#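 First, compound is pin-transferred into glyceraldehyde-3-phosphate coupling-enzyme reagent at 57.5 uM final and held 10 min at RT. Next, substrate, coupling system and AmpLite Red are added. After 20 min RT, fluorescence (525/598 nm) is read.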
# TSHR antagonist – blocks TSH signaling through the human TSH receptor; P16473; TSHR-expressing cells, TSH-stimulated cAMP HTRF, 2 h; active compounds read low; activity change, negative = inhibition, % at 11.5 µM; hit rate 0.2% among 330,000;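 active = activity change below a set negative limit, meaning inhibition stronger than a set level, cut at about -70% in these data; inconclusive = activity change between two set negative limits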; note: % is set by controls: 0 for no effect and ±100 for the full control effect
#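 Read-out is FRET at 665 nm (cryptate excitation 337 nm) from a cryptate-tagged anti-cAMP antibody, competed by cell cAMP against cAMP-d2. Compounds are tested on freshly harvested TSHR cells challenged with 4nM TSH (EC80) for 2 hours at 37 deg C.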
# Chronic BCR inh – blocks chronic active B-cell receptor signaling; ABC-DLBCL IkBa-CBG/CBR reporter, luminescence ratio, 4 h; Potency, µM (titrated, usually from 46.1 µM), for inactives: top-dose ratio change, negative = lower green/red ratio, actives largely listed as inhibitors; hit rate 0.05% among 340,000; active = well fitted inhibition curve with a large enough effect in the signal ratio, with a control signal flat, not every such curve was filed as active; inconclusive = small, poorly fitted or top-dose-only effect, or effect the other way, or a change in a side signal; the % refers to the signal ratio;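 note: potency is the fitted concentration of half-maximal effect; plate controls were basal doxycycline-induced cells for no effect and cells given 10 µM MG132 for full effect; MG132 reads +100%, hits lower the ratio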
#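 Cell line TMD8 (human ABC DLBCL), stably expressing tet-inducible CBG68-IkBa fusion and CBR; IMDM/0.5% FBS; cpd up to 46 uM; dox induction, 4 h, 37C/5% CO2; dual luminescence; green/red ratio; MG132 control.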
# Starred values were filed as active, the others as inactive; ? = inconclusive; . = no result given; [ ] = remark or other dose. Unless noted, calls come from the whole dose curve; as a rule, active = well fitted curve in the direction sought with a large enough effect; inconclusive = small, poorly fitted or top-dose-only effect, or another doubt; inactive = no such curve, though single readings can be large; an effect the other way counts as inactive or inconclusive.
SMILES,GALK inh,hERG WT inh,Giardia kill,A-T KAP1 phos,TCR act,Tb PFK block,CXXC DNA block,FBPA coupling cs,TSHR antagonist,Chronic BCR inh
COCCNC(=O)c1cc(Sc2nnc(C)s2)nc2ccccc12,-1%,.,.,1%,.,1%,4%,1,-4,-9%
COc1ccc(OC)c(N(CC(N)=O)S(=O)(=O)c2ccc(OC)c(OC)c2)c1,1%,-12,7,-5%,-3%,3%,-8%,2,12,-21%
CCCNC(=O)c1[nH]c(C)c(C(=O)OCC)c1C,0%,.,.,-1%,-1%[46.1 µM],3%,5%,-1,-2,9%
COCC(C)OC(=O)/C(C#N)=C\c1coc2ccc(C)cc2c1=O (stereo not drawn),-4%,-6,2,5%,-9%[46.1 µM],-2%,?,-1,-15,-2%
COCCCNC(=O)CC1C[C@H](C(=O)N2CCOCC2)[C@@]2(CCC3CCCC3)c3[nH]c4ccc(OC)cc4c3CCN2C1=O (stereo partly drawn),.,-41,-5,-4%,-1%[46.1 µM],5%,.,.,12,?
O=C(CCN1C(=O)CSC1=O)Nc1ccccc1,-5%,4,-9,3%,3%,-1%,7%,1,2,?
O=C(CSC(=S)N1CCCC1)c1ccccc1,4%,-26,-20,4%,-6%,1%,?,2,-3,?
O=C(CNC(=O)c1cccs1)N/N=C/c1cccc(Br)c1,-3%,17,-13,4%,-4%,0%,-1%,0,0,-1%
O=C(NCCCN1CCOCC1)c1cnn2c(-c3ccccc3)cc(-c3ccccc3)nc12,3%,1,6,-2%,-10%,1%,-1%,4,-3,0%
COc1ccc(-c2nnc3sc(-c4ccco4)nn23)cc1OC,-2%,-10,-3,1%,-3%,0%,-8%,4,0,18%
O=C(NCc1ccc2c(c1)OCO2)c1ccc(NC(=O)C2CCCO2)cc1 (stereo not drawn),-2%,5,5,2%,1%,2%,15%,3,9,?
CCN1CCN(Cc2nc3c(c(=O)n(C)c(=O)n3C)n2Cc2cccc3ccccc23)CC1,-4%,10,6,3%,.,-6%,-4%,0,-4,-13%
COc1ccccc1NS(=O)(=O)c1ccc(C(=O)NCC(c2cccs2)N2CCOCC2)cc1 (stereo not drawn),.,-15,1,3%,1%,9%,.,.,.,1%
COc1ccc(OC(C)C(=O)Nc2ccc([N+](=O)[O-])cc2)cc1 (stereo not drawn),4%,-4,-15,1%,0%,-1%,1%,3,-12,-3%
CCOC(=O)c1sc2ncnc(NCc3ccco3)c2c1C,2%,3,1,-4%,-5%,-4%,-2%,-1,-2,12%
Cc1ccc(NC(=O)c2oc3ccccc3c2NC(=O)C2CCCO2)cc1C (stereo not drawn),6%,16,25,4%,.,-8%,2%,-2,-16,21%
Cc1cccc(C)c1NC(=O)C(NC=O)c1ccccc1 (stereo not drawn),-1%,-1,3,2%,-2%,1%,0%,-6,9,4%
CCO[C@H]1c2c(ccc3ccc(=O)oc23)OC(C)(C)[C@H]1O,.,-11,13,1%,7%,0%,.,.,2,1%
CCN(CC)C(=O)N(CC)Cc1ccccc1,2%,.,7,3%,-3%,3%,-6%,2,8,-2%
Cc1cc(NC(=O)CSc2nnc(-c3ccccc3F)n2N)no1,.,2,-3,17%,9%[46.1 µM],-4%,.,.,2,-1%
COc1cc2ccccc2nn1,-3%,-13,-3,2%,11%,1%,18%,4,-7,-3%
Cc1[nH]c2ccc(-c3n[nH]c(=S)n3-c3ccccc3)cc2c1C,1%,13,-3,1%,-1%[46.1 µM],-25%,18%,5,5,?
O=C(OCC(=O)N1CCN(c2ccccc2)CC1)c1ccc2ccccc2n1,0%,-7,-5,5%,-1%,13%,-7%,4,-6,-3%
CN(C(=O)CSc1nnc(CN2CCCC2)n1Cc1ccccc1)c1ccccc1,.,-5,-6,-1%,6%,0%,.,.,-1,9%
c1cncc(-c2csc(-c3cccnc3)n2)c1,8%,2,6,-6%,-1%,0%,8%,1,0,?
# Next section.
SMILES,GALK inh,hERG WT inh,Giardia kill,A-T KAP1 phos,TCR act,Tb PFK block,CXXC DNA block,FBPA coupling cs,TSHR antagonist,Chronic BCR inh
CC(NC(=O)C1CCCN(S(=O)(=O)c2ccc(-n3cnnn3)cc2)C1)c1ccc(F)cc1 (stereo not drawn),-2%,4,-27,7%,6%,-4%,2%,0,9,0%
O=C(CN1CCN(Cc2ccc3c(c2)OCO3)CC1)NCC(F)(F)F,15%,9,15,2%,-3%,1%,17%,2,14,3%
CS(=O)(=O)N(CC(=O)Nc1ccc(Cl)c(Cl)c1)C1CCCCC1,1%,-2,3,4%,2%,2%,2%,-2,16,22%
CSc1ccc(/C=C(\C#N)C(=O)NC2CCCCC2)cc1,1%,-8,-13,-13%,6%,0%,-20%,1,9,-1%
CCOP(=O)(OCC)c1nc(-c2ccc(F)cc2)oc1NCc1ccccc1,-1%,-11,22,0%,-14%,0%,6%,0,3,2%
CCOc1ccc(C(=O)Oc2cc(C)[nH]c(=O)c2[N+](=O)[O-])cc1OCC,-2%,11,-22,16%,-5%,0%,10%,.,-10,1%
S=C(NCCN1CCOCC1)N1CCN(c2cccc(Cl)c2)CC1,1%,4,-1,-1%,1%,?,14%,1,-10,7%
Cc1ccccc1NC(=O)Cc1ccccc1,-2%,-7,4,5%,7%[46.1 µM],-1%,0%,0,0,-23%
CC(C)C[C@H](NC(=O)N1CC(=O)Nc2ccccc21)C(=O)N1CCC[C@H]1C(=O)O,.,-6,-13,-10%,1%,-2%,0%,2,-5,-4%
CN(Cc1ccco1)C(=O)CN1C(=O)NC2(CCCC2)C1=O,.,-1,-3,-16%,2%[46.1 µM],-19%,.,.,22,5%
Cc1cc(C(F)(F)F)nn1CC(=O)N1CCOCC1,1%,-4,-7,-1%,-6%,0%,1%,2,10,?
N#Cc1nc(-c2ccccc2F)oc1NCCc1ccccc1,.,4,-14,-11%,4%,-3%,0%,-6,-23,-4%
CC(/C=N/N1C(=O)CSC1=S)=C\c1ccccc1,-2%,0,9,-3%,2%,9%,5%,-1,-5,1%
O=C(c1ccc(N2CCN(C3CC(=O)N(c4ccc(F)cc4)C3=O)CC2)cc1)c1cccnc1 (stereo not drawn),-1%,.,.,-8%,.,-3%,-1%,5,6,-26%
CCC(=O)N1CCN(c2ccc(NC(=O)c3ccc4ccccc4c3)cc2)CC1,0%,11,-5,24%,7%,-12%,?,-3,22,1%
CCOC(=O)c1c(NC(=O)COC(=O)Cc2n[nH]c(=O)c3ccccc23)sc(C(=O)N(C)C)c1C,.,2,-25,1%,4%,6%,.,.,-7,?
CCOc1cc2[nH]c(=S)n(Cc3ccc(C(=O)NCC(OC)OC)cc3)c(=O)c2cc1OCC,-1%,5,2,-9%,0%,7%,6%,2,4,-2%
COc1ccc(-n2ncc3c2CC(C)(C)CC3NC(=O)CN2CCOC2=O)cc1 (stereo not drawn),1%,13,-7,4%,0%,1%,12%,.,6,-2%
O=C(Nc1cc(Cl)cc(Cl)c1)C1CCCC1,-2%,5,13,-2%,.,-7%,-3%,-3,-10,?
COc1ccc(S(=O)(=O)N2CCCC2CNC(=O)C(=O)NCc2ccccc2Cl)cc1 (stereo not drawn),.,6,2,1%,-1%,-2%,.,.,-5,-18%
O=C(O)c1csc(-c2ccccc2)n1,-3%,-12,33[activator],-7%,3%,3%,5%,5,-9,-1%
C(=C\c1nnc(-c2cccs2)o1)/c1ccccc1,-2%,13,-12,6%,-1%,8%,-4%,.,6,?
COCCn1c(C)cc(C(=O)COC(=O)CNC(=O)c2ccccc2)c1C,.,3,1,3%,-3%[46.1 µM],-3%,0%,4,-4,?
CN(Cc1cccnc1)Cc1cn(Cc2ccccc2)nc1-c1ccc2c(c1)OCO2,3%,-4,-13,0%[11.5 µM],3%,-3%,0%,1,7,-1%
COCCn1c(SCC(=O)N2CCCC2)nc2c([nH]c3ccccc32)c1=O,5%,3,-18,3%,10%,-5%,-1%,.,7,-3%
CNc1cc(-n2nc(C)cc2-c2ccccc2)ncn1,2%,-8,-10,13%,3%,-1%,2%,3,5,-5%
Cc1ccc(-c2cc(C(=O)Nc3cnn(C(C)C)c3)no2)cc1,3%,-21,2,3%,-15%,-18%,-1%,1,-2,-2%
COc1ccc(C)cc1Nc1n[n+](-c2ccccc2)c(-c2cccc(Cl)c2Cl)s1,.,-39,-10,2%,10%,0%,?,-3,1,?
O=C(Nc1ccccc1)O/N=C/c1ccc(F)cc1,4%,-1,1,-1%,.,-6%,0%,0,-2,?
Cc1ccccc1C(=O)NC(=S)NCCc1ccccc1,1%,0,1,0%,0%[46.1 µM],-3%,-2%,-2,-18,?
